# Source: PubChem BioAssay (National Center for Advancing Translational Sciences (NCATS))
# EPAC1 antag: blocks human EPAC1 exchange factor; O95398; EPAC1 GEF assay, Rap1b-BODIPY-GDP exchange fluorescence; Potency, µM (doses to about 115 µM), for inactives: top-dose activity change, negative = inhibition, most hits filed as inhibitors; actives 0.14% (n = 360,000);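 also: potency is read from the fitted curve at half-maximal effect; plate controls were vehicle for no effect and positive control for full effect; nearly all actives have a fitted effect of over 50% in size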
# WRN inhibitor: blocks human WRN helicase | Potency, µM (series often up to 114 µM), without a hit: at the highest dose activity change, negative = inhibition, usual class: inhibitors | WRN helicase unwinding, fluorescent forked duplex, kinetic | actives 0.46% (n = 360,000); also: potency is read from the fitted curve at half-maximal effect; % is scaled to controls: 0 for no effect and ±100 for the full control effect; nearly all actives have a fitted effect of over 55% in size
#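 Primary qHTS, 1536-well format. 20 nM WRN + compound, 15 min RT; start with 100 nM forked fluorophore/quencher duplex, 2 mM ATP (final); kinetic read ex 525/em 598 nm.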
# PLK1 PBD inh: inhibitors of human PLK1 polo-box domain binding | Plk1 PBD binding of FITC phosphopeptide, fluorescence polarization | Potency, µM, without a hit: max response, negative = inhibition, most hits filed as inhibitors | actives 2.8% (n = 360,000); also: potency is read from the fitted curve at half-maximal effect; series mostly up to about 57 µM; % is scaled to controls: 0 for no effect and ±100 for the full control effect; nearly all actives have a fitted effect of over 65% in size
# IL-2 act: IL-2 activation | IL-2 activation reporter assay, cell-based qHTS; stimulated with anti-CD3/CD4/CD28 beads; in transgenic mouse T cells | activation, % (series mostly up to about 46 µM) | actives 0.065% (n = 360,000) | AID 652025; in the data active = activation above about 50%; inconclusive = mostly about 30% to 49%; also: 0% is about no effect
#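 First, unstimulated transgenic mouse T cells were exposed to compound for 60 min. Next, anti-CD3/anti-CD4-coated beads with anti-CD28 were added. Finally, after 18 h at 37 degrees C, EGFP and DsRed were imaged.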
# CCT chaperon mod: changes cytosolic chaperonin activity; activity change, % (concentration not given with the values), hits read low; purified chaperonin ATPase assay, HTRF ADP detection, 30 min; AID 651819; actives 0.3% (n = 360,000); in the data active = activity change below about -30%; also: % is scaled to controls: 0 for no effect and ±100 for the full control effect
#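 We incubate TRiC, 40 or 20 nM final, with library compounds at 76 uM and 10 uM ATP for 30 min at 37 °C. ADP formed is detected with Transcreener HTRF reagents after 30 min at room temperature.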
# EPAC2 ag: activates human EPAC2 exchange factor; Potency, µM (highest dose often 154 µM), for the others: top-dose activation, most hits filed as activators; EPAC2 activation, biochemical qHTS; response scale: 100% = 6.5 mM cAMP response; Q8WZA2; actives 0.079% (n = 360,000); AID 720711; also: potency is read from the fitted curve at half-maximal effect; nearly all actives have a fitted effect of over 50% in size
#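 Nucleotide exchange monitored as fluorescence drop when BODIPY-GDP leaves Rap1B. Reaction: 100 nM EPAC2, 250 nM RAP1B-BODIPY-GDP, 50 uM GDP, room temperature, kinetic read over 30 min. Activity expressed relative to 6.5 mM cAMP.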
# EPAC1 agonist: activates human EPAC1 exchange factor. O95398. EPAC1 agonist qHTS, biochemical assay; response scale: 100% = response to 6.5 mM cAMP. Potency, µM (doses to about 154 µM), for inactives: top-dose activation, most hits filed as activators. actives 0.073% (n = 360,000). AID 720707; also: potency is read from the fitted curve at half-maximal effect; nearly all actives have a fitted effect of over 60% in size
#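 Compounds were pinned as a concentration titration into mixtures of EPAC1 (100 nM), BODIPY-GDP-loaded Rap1B (250 nM) and GDP (50 uM). After 5 min at room temperature, fluorescence was followed for 30 min; activity was scaled to 6.5 mM cAMP.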
# PI5P4K alpha inh: blocks human PI5P4K alpha kinase activity. P48426. PI5P4Kalpha enzyme, ADP-Glo luminescence, 60 min; hits give low values. max response, %. actives 1.2% (n = 330,000). AID 652105; active = max response of -50% or lower; inconclusive = between -30% and -50%; inactive = -30% or higher; also: value at the top dose of about 77 µM; % is scaled to controls: 0 for no effect and ±100 for the full control effect
#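 Human PI5P4Kalpha with substrate in 0.038 M HEPES pH 7.4, 0.28 mM EGTA, 0.1% CHAPS, 5% DMSO; reaction started with 5 microM ATP (final), 60 min at room temperature. ADP formed read by ADP-Glo luminescence.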
# * hit, by the source's call; ? = inconclusive; nt = no result given; [ ] = dose if it differs, or a comment. Unless noted, calls follow the shape of the dose curve; as a rule, active = well fitted curve in the direction sought with a large enough effect; inconclusive = small, poorly fitted or top-dose-only effect, or another doubt; inactive = no such curve, though single readings can be large; an effect the other way counts as inactive or inconclusive. Only part of the results is shown; rates above refer to the full screens.
canonical_smiles | PLK1 PBD inh | CCT chaperon mod | WRN inhibitor | EPAC2 ag | PI5P4K alpha inh | EPAC1 antag | EPAC1 agonist | IL-2 act
CCOCCn1c(=NC(=O)c2ccc(S(=O)(=O)N3CCOCC3)cc2)sc2cc(S(N)(=O)=O)ccc21 | -4% | 0.4 | -3% | 2% | 4 | ? | 17% | 1.0
O=C(O)c1[nH]c2ccccc2c1NS(=O)(=O)c1ccc(F)cc1 | ? | 1.3 | -7% | -7% | -3 | -13% | -3% | 0.9
O=C(Nc1ccc2c(c1)OCCO2)C(C1CC1)N1CCN(c2ccc(F)cc2)CC1 (stereo not drawn) | 2% | -2.0 | -2% | 6% | 0 | 3% | -4% | 1.4
CC1CN(S(=O)(=O)c2ccc(C(=O)Nc3ccc(S(=O)(=O)N4CCOCC4)cc3)cc2)CC(C)O1 (stereo not drawn) | -4% | -3.1 | -9% | -5% | -3 | -1% | 22% | 0.6
CS(=O)(=O)/C(C#N)=C/c1cccn1S(=O)(=O)c1ccccc1 | -3% | -2.7 | -2% | 8% | 2 | -6% | 9% | 3.0
Nn1cc(-c2ccccc2)nc1SCC(=O)N1CCN(S(=O)(=O)c2ccccc2)CC1 | -2% | -1.9 | 12% | 4% | nt | 12% | 0% | 0.4
CCCCn1c(SCN2C(=O)c3ccccc3C2=O)nc2cc(S(N)(=O)=O)ccc21 | -30% | -5.0 | -2% | 7% | -12 | 3% | 6% | 0.8
CSC1=NCCN1C(=O)Cc1cccc2ccccc12 | -6% | 0.7 | -1% | -5% | -1 | 2% | 5% | 2.2
NC(=O)C1CCN(C(=O)C2CCC(=O)N(C3CCCCCC3)C2)CC1 (stereo not drawn) | 0% | 1.7 | -12% | 22% | 7 | 3% | -4% | -1.4
N#Cc1cccc(OC(=O)c2ccc3c(=O)n4c(nc3c2)CCC4)c1 | -16% | 1.9 | ? | 3% | -28 | -24% | 2% | -0.2

# At a glance, some entries already given:
canonical_smiles | PLK1 PBD inh | CCT chaperon mod | WRN inhibitor | EPAC2 ag | PI5P4K alpha inh | EPAC1 antag | EPAC1 agonist | IL-2 act
CCOCCn1c(=NC(=O)c2ccc(S(=O)(=O)N3CCOCC3)cc2)sc2cc(S(N)(=O)=O)ccc21 | -4% | 0.4 | -3% | 2% | 4 | ? | 17% | 1.0
O=C(O)c1[nH]c2ccccc2c1NS(=O)(=O)c1ccc(F)cc1 | ? | 1.3 | -7% | -7% | -3 | -13% | -3% | 0.9
O=C(Nc1ccc2c(c1)OCCO2)C(C1CC1)N1CCN(c2ccc(F)cc2)CC1 (stereo not drawn) | 2% | -2.0 | -2% | 6% | 0 | 3% | -4% | 1.4
CC1CN(S(=O)(=O)c2ccc(C(=O)Nc3ccc(S(=O)(=O)N4CCOCC4)cc3)cc2)CC(C)O1 (stereo not drawn) | -4% | -3.1 | -9% | -5% | -3 | -1% | 22% | 0.6

# Additional results:
canonical_smiles | PLK1 PBD inh | CCT chaperon mod | WRN inhibitor | EPAC2 ag | PI5P4K alpha inh | EPAC1 antag | EPAC1 agonist | IL-2 act
Cc1ccc(-c2nc(-c3ccccn3)no2)cc1[N+](=O)[O-] | 1% | -2.5 | 4% | 4% | -1 | -12% | 1% | 0.8
COc1cccc(NC(=O)C2CCCC2)c1 | -10% | -0.5 | 3% | 10% | 0 | 13% | -1% | -0.9
CCOC(=O)c1c2c3c(cccc3[nH]c1=O)C(=O)c1ccccc1-2 | -20% | -0.4 | -14% | 1% | 0 | 5% | 11% | 2.2
COc1ccc(S(=O)(=O)N2CCC(C(=O)NCCc3ccccc3)CC2)cc1OC | -7% | -1.0 | 0% | -7% | nt | 2% | -6% | -0.4
COC(=O)[C@]1(Cc2ccccc2)N[C@H](CN(C)S(=O)(=O)c2ccc(OC)cc2)[C@@H]2C(=O)N(C)C(=O)[C@@H]21 | -9% | -1.2 | -5% | 7% | 0 | -2% | -7% | 1.4
O=C(c1ccc(S(=O)(=O)Nc2ccccc2)cc1)N1CCC1 | -4% | -2.8 | 1% | 4% | 0 | 4% | 4% | -2.7
COc1cccc(/C=N/Nc2nc(C)cc(=O)[nH]2)c1OC | -8% | -0.1 | 14% | -4% | -2 | 12% | -3% | 0.2
COc1ccc(NC(=S)Nc2nc(CC(=O)Nc3ccccc3OC)cs2)cc1 | -9% | -1.5 | -11% | 18% | nt | -12% | 20% | 0.3
CCOC(=O)N1CCc2c(sc3nc(SC(C)C)n(N)c(=O)c23)C1 | -8% | -1.5 | -5% | 13% | -7 | ? | -34%[inhibitor] | -2.5
O=C(NNC(=O)c1cccs1)c1ccc(S(=O)(=O)N2CCCCC2)cc1 | -5% | -1.9 | -5% | 7% | 6 | 4% | 3% | 0.0
CC1(C(=O)NC2CCCCCC2)CCN1C(=O)Cc1ccc(-c2ccccc2)cc1 (stereo not drawn) | 0% | -1.2 | -9% | 8% | 16 | -13% | 5% | 0.2
CN1C[C@@H](CO)O[C@@H](n2cnc3c(N4CCN(CCO)CC4)ncnc32)C1 | 2% | 0.0 | 6% | 0% | -4 | 10% | -6% | 0.8
Cc1ccc2oc(=O)c3cc(C(=O)NCCCN4CCCCCC4)sc3c2c1 | -20% | 2.1 | 5%[11.6 µM] | 12% | 3 | ? | 2% | 0.4
CCOc1ccc(NC(=O)CN(C)c2ccc(S(=O)(=O)N3CCOCC3)cn2)cc1OCC | -5% | -1.5 | 5% | -3% | -3 | 9% | -8% | 0.4
Cc1csc(NC(=O)C2CCCN(S(=O)(=O)c3ccc(Br)s3)C2)n1 (stereo not drawn) | -9% | -1.4 | -34%[57.1 µM] | 20% | 6 | -8% | -3% | -2.7
Cc1ccc(Cn2ccc(NC(=O)c3cc(-c4ccc5c(c4)OCO5)on3)n2)cc1 | -1% | 2.2 | 10% | -2% | nt | 17% | -1% | -3.7
CC(=O)NS(=O)(=O)c1ccc(N/C(N)=N/c2nc(C)cc(C)n2)cc1 | 7% | -1.1 | 4% | -7% | -3 | -2% | 0% | 0.1
Cc1ccc(NNS(=O)(=O)c2ccc(C)cc2)cc1 | 3.8µM* | -3.9 | ? | 6% | -63* | 4% | 6% | -3.2
Cc1cc(=O)oc2cc(OCC(=O)NC3CCN(Cc4ccccc4)CC3)c(Cl)cc12 | 2% | 3.2 | -1% | -9% | -1 | -12% | 4% | 0.2
CC(=O)Nc1ccc2c(c1)-c1ccc(F)cc1C2 | -8% | -8.0 | 9% | 12% | 9 | -14% | 2% | 1.4
O=C(NCCc1ccccc1)c1nc2c(nnn2Cc2ccccc2Cl)c(=O)[nH]1 | ? | -3.5 | -16% | 4% | nt | -3% | 5% | 2.8
CCN(CC)S(=O)(=O)c1cccc(-c2nnc(SCCCC(=O)c3ccccc3)o2)c1 | 2% | -0.5 | -4% | 13% | -5 | -1% | 3% | -2.5
O=[N+]([O-])c1ccc(N2CCN(S(=O)(=O)c3ccccc3)CC2)cc1NCc1cccnc1 | -5% | -2.4 | -20% | 2% | 0 | -1% | 8% | 0.4
CCOC(=O)c1c(C)[nH]c(C)c1C(=O)CSc1nc2ccccc2c(=O)n1-c1ccc(F)cc1 | -4% | 1.7 | -17% | 22% | 3 | ? | 0% | -0.8
O=C(O)/C=C\C(=O)Nc1ccccc1C(=O)NC1CCCCC1 | -8% | -4.0 | 1% | 0% | -5 | 4% | 15% | 0.1
S=C(Nc1ccc(Oc2ccccc2)cc1)N(CCCN1CCOCC1)Cc1ccccn1 | ? | -1.4 | -11% | 6% | 10 | -18% | 5% | 2.3
O=C(C1c2ccccc2Oc2ccccc21)N1CCN(c2ccc(Cl)cc2)CC1 | -14% | 1.7 | -5% | 6% | 2 | 4% | 7% | -0.1
CCOc1ccc(NC(=S)NCc2ccco2)cc1 | -11% | -2.2 | 0% | 4% | 4 | -10% | -1% | 0.3
Cc1ccc(S(=O)(=O)c2cc3ccccc3nc2N)cc1 | -6% | -2.2 | -6% | -11% | -4 | -20% | -8% | -0.3
Cc1ccc(NC(=O)CNc2cc(S(=O)(=O)N3CCOCC3)ccc2N2CCOCC2)cc1S(=O)(=O)N(C)C | -5% | -0.9 | -24% | 5% | 5 | -1% | 2% | -1.7

# Profiles from above. Order of values: PLK1 PBD inh | CCT chaperon mod | WRN inhibitor | EPAC2 ag | PI5P4K alpha inh | EPAC1 antag | EPAC1 agonist | IL-2 act
# COC(=O)[C@]1(Cc2ccccc2)N[C@H](CN(C)S(=O)(=O)c2ccc(OC)cc2)[C@@H]2C(=O)N(C)C(=O)[C@@H]21 across the screens: -9% | -1.2 | -5% | 7% | 0 | -2% | -7% | 1.4
# NC(=O)C1CCN(C(=O)C2CCC(=O)N(C3CCCCCC3)C2)CC1 (stereo not drawn) across the screens: 0% | 1.7 | -12% | 22% | 7 | 3% | -4% | -1.4
# O=C(C1c2ccccc2Oc2ccccc21)N1CCN(c2ccc(Cl)cc2)CC1 across the screens: -14% | 1.7 | -5% | 6% | 2 | 4% | 7% | -0.1

# Single entries from the results shown.
# O=C(NCCc1ccccc1)c1nc2c(nnn2Cc2ccccc2Cl)c(=O)[nH]1 in EPAC2 ag shows 4%
# S=C(Nc1ccc(Oc2ccccc2)cc1)N(CCCN1CCOCC1)Cc1ccccn1 in EPAC2 ag shows 6%
# CCOC(=O)c1c(C)[nH]c(C)c1C(=O)CSc1nc2ccccc2c(=O)n1-c1ccc(F)cc1 in PI5P4K alpha inh shows 3
# O=C(C1c2ccccc2Oc2ccccc21)N1CCN(c2ccc(Cl)cc2)CC1 in WRN inhibitor shows -5%
# O=C(O)/C=C\C(=O)Nc1ccccc1C(=O)NC1CCCCC1 in WRN inhibitor shows 1%

# More structures:
canonical_smiles | PLK1 PBD inh | CCT chaperon mod | WRN inhibitor | EPAC2 ag | PI5P4K alpha inh | EPAC1 antag | EPAC1 agonist | IL-2 act
CCCCC12CN3CCN(CC(C3)/C1=N\NC(=O)c1ccccc1N)C2 | -9% | -2.8 | -3% | -3% | 2 | -4% | 13% | -0.2
CC(=O)N1c2ccc(Cl)cc2C2C=CCC2C1c1cccc2ccccc12 (stereo not drawn) | -5% | 1.3 | -15% | 6% | -8 | -7% | -5% | -2.5
Cc1ccc(S(=O)(=O)N(CC(=O)O)Cc2ccco2)cc1 | -29% | 0.8 | -32% | 5% | -21 | 9% | 7% | -0.7
Cc1ccc(S(=O)(=O)CCC(=O)OCC(=O)N2c3ccccc3NC(=O)C2(C)C)cc1 | -4% | -2.6 | -4%[11.6 µM] | -4% | -29 | 11% | -9% | -0.5
CC(=O)NCCOC(=O)Nc1cccnc1 | -8% | -4.8 | -5% | 6% | nt | 8% | 5% | 0.4
